TcdB inh = blocks C. difficile toxin B glycohydrolase activity; P18177; TcdB glycohydrolase enzymatic assay, plate reader; inhibition, % at 9.99 µM; hit rate 0.24% among 350,000; in the data active means inhibition above about 10%
Active calls of the source: *. Not all compounds are listed; rates above refer to the full screens.

SMILES	TcdB inh
O=C(C[C@@H]1CC[C@H]2[C@@H](COC[C@@H](O)CN2S(=O)(=O)c2cccc(F)c2)O1)NCc1ccncn1	-0.7
CO[C@H](CN(C)C(=O)Nc1ccc(F)cc1)[C@@H](C)CN(Cc1ccccc1Cl)[C@H](C)CO	-0.6
C[C@H]1CN([C@@H](C)CO)C(=O)c2cc(-c3ccccc3)cnc2O[C@@H]1CN(C)C(=O)NC1CCCC1	0.7
CCCN1[C@H](C(=O)OC)[C@@H](CO)[C@@H]2Cn3c(ccc(-c4ccccc4)c3=O)[C@@H]21	0.3
Cn1cnc(S(=O)(=O)N2C[C@@H](O)COC[C@@H]3O[C@@H](CC(=O)NC4CCC4)CC[C@H]32)c1	0.0
O=C(C[C@H]1CC[C@@H](NS(=O)(=O)c2ccccc2)[C@@H](CO)O1)N1CCC(Cc2ccccc2)CC1	1.4
O=C(NC1CCCC1)N1CCCCN2[C@@H](CO)[C@@H](c3ccc(-c4ccncc4)cc3)[C@@H]2C1	-0.5
N#C[C@H]1[C@H](c2ccc(C#CC3CC3)cc2)[C@@H](CO)N1C(=O)c1cccc(F)c1	0.3
C[C@H](O)C#Cc1cnc2c(c1)C(=O)N([C@@H](C)CO)C[C@@H](C)[C@@H](CN(C)Cc1cccc(F)c1)O2	-0.1
COc1ccc(S(=O)(=O)N(C)C[C@@H]2Oc3ccc(NC(=O)CCCCCC(=O)Nc4ccccc4N)cc3CC(=O)N([C@H](C)CO)C[C@@H]2C)cc1	0.3
CCNC(=O)C[C@H]1CC[C@H]2[C@@H](COC[C@@H](O)CN2C(=O)Nc2cccc(OC)c2)O1	-1.1
CC(C)NC(=O)Nc1cccc2c1O[C@@H](CN(C)C(=O)NC1CCCCC1)[C@@H](C)CN([C@H](C)CO)C2=O	0.8
CO[C@H]1CC[C@@H]2CCOc3ccc(C#N)cc3C(=O)N(C)C[C@@H](c3ccccc3)CC(=O)N(C)C[C@@H]1O2	0.6
COc1ccc(-c2ccc([C@@H]3[C@@H](CO)N4C(=O)CNC[C@H]34)cc2)cc1	-0.5
C[C@@H]1CCCCO[C@H](CN(C)C(=O)C2CCCCC2)[C@@H](C)CN([C@@H](C)CO)C(=O)c2cc(NC(=O)c3ccncc3)ccc2O1	-0.1
C[C@H](CO)N1C[C@H](C)[C@H](CN(C)C(=O)Nc2cccc3ccccc23)Oc2c(NC(=O)NC3CCCCC3)cccc2C1=O	-0.2
O=C(C1CCCC1)N1CC(=O)N2[C@@H](CO)[C@H](c3ccc(-c4ccccc4F)cc3)[C@@H]2C1	-0.8
CO[C@H]1CN(C)C(=O)c2ccc(NC(=O)c3cc(C)on3)cc2OC[C@@H](C)N(C(C)=O)C[C@@H]1C	-0.5
COc1ccc(NC(=O)N(C)C[C@@H]2Oc3ccc(NS(C)(=O)=O)cc3CC(=O)N([C@@H](C)CO)C[C@H]2C)cc1	0.6
C[C@H]1CCCCO[C@@H](CN(C)Cc2ccc(C(=O)O)cc2)[C@@H](C)CN([C@@H](C)CO)C(=O)c2cc(NS(C)(=O)=O)ccc2O1	0.8

Reprinted at random: 4 records from the list
SMILES	TcdB inh
Cn1cnc(S(=O)(=O)N2C[C@@H](O)COC[C@@H]3O[C@@H](CC(=O)NC4CCC4)CC[C@H]32)c1	0.0
CCCN1[C@H](C(=O)OC)[C@@H](CO)[C@@H]2Cn3c(ccc(-c4ccccc4)c3=O)[C@@H]21	0.3
CO[C@H](CN(C)C(=O)Nc1ccc(F)cc1)[C@@H](C)CN(Cc1ccccc1Cl)[C@H](C)CO	-0.6
COc1ccc(-c2ccc([C@@H]3[C@@H](CO)N4C(=O)CNC[C@H]34)cc2)cc1	-0.5

Given bar-delimited: 2 of the compounds above.
compound | TcdB inh
CO[C@H]1CN(C)C(=O)c2ccc(NC(=O)c3cc(C)on3)cc2OC[C@@H](C)N(C(C)=O)C[C@@H]1C | -0.5
C[C@H]1CCCCO[C@@H](CN(C)Cc2ccc(C(=O)O)cc2)[C@@H](C)CN([C@@H](C)CO)C(=O)c2cc(NS(C)(=O)=O)ccc2O1 | 0.8

(further entries)
SMILES	TcdB inh
C[C@@H]1CCCCO[C@H](CN(C)S(=O)(=O)c2ccccc2)[C@H](C)CN([C@@H](C)CO)C(=O)c2cc(NC(=O)C3CCCCC3)ccc2O1	0.4
COCC(=O)Nc1ccc2c(c1)C(=O)N(C)C[C@@H](OC)[C@@H](C)CN(CC1CC1)[C@@H](C)CO2	-0.3
C[C@H]1CN([C@@H](C)CO)C(=O)c2cc(NC(=O)CCCN(C)C)ccc2O[C@@H]1CN(C)Cc1ccc(C(F)(F)F)cc1	0.0
Cn1cnc(S(=O)(=O)N2C[C@H](O)COC[C@@H]3O[C@@H](CC(=O)NCc4cccc(F)c4)CC[C@H]32)c1	0.6
O=C(c1ccc(F)cc1)N1CCCCN2[C@H](CO)[C@@H](c3ccc(-c4ccc(F)cc4)cc3)[C@H]2C1	-1.2
O=C(Nc1ccccc1F)N1CCCCN2[C@@H](CO)[C@H](c3ccc(C#Cc4ccccc4)cc3)[C@@H]2C1	0.4
C[C@@H]1CN([C@H](C)CO)C(=O)c2cc(C#CC3CCCCC3)cnc2O[C@@H]1CN(C)Cc1cccnc1	-0.8
Cc1ccccc1S(=O)(=O)N1C[C@@H](O)COC[C@H]2O[C@@H](CC(=O)N3CCN(C)CC3)CC[C@@H]21	0.7
COc1ccccc1CNC(=O)C[C@H]1C[C@@H]2c3cc(N(C)C)ccc3O[C@@H]2[C@@H](CO)O1	-25
CO[C@H]1CN(C)C(=O)c2cc(NC(=O)CC(F)(F)F)ccc2OC[C@@H](C)NC[C@@H]1C	-1.1
CCCNC(=O)N1CC2(C1)CN(C(=O)CC)[C@@H](CO)c1c2c2ccc(OC)cc2n1C	0.2
C/C=C/c1ccc([C@@H]2[C@@H](C#N)N(S(=O)(=O)c3cccc(F)c3)[C@@H]2CO)cc1	0.7
COc1cc2c(cc1OC)CN(C(=O)[C@@H]1[C@H]3C(=O)O[C@H](c4ccccc4)[C@H](c4ccccc4)N3[C@H](c3ccccc3OCCO)[C@@]13C(=O)Nc1ccc(C#CC4(O)CCCCCC4)cc13)CC2	-0.2
C=CCN1C(=O)[C@@]2(O[C@@H](CCn3cc([C@H](O)c4ccccc4)nn3)[C@H]([Si](C)(C)c3ccc(OC)cc3)[C@H]2C)c2cc(N3C(=O)c4cccc5cccc3c45)ccc21	-0.2
CC(=O)N(C)C[C@@H]1Oc2ncc(-c3ccccc3C)cc2C(=O)N([C@@H](C)CO)C[C@@H]1C	0.0
CC(C)NC(=O)Nc1ccc2c(c1)C(=O)N([C@H](C)CO)C[C@@H](C)[C@H](CN(C)CC1CCCCC1)O2	0.8
CC(C)CC#Cc1ccc2c(c1)O[C@H](CN(C)C(=O)Nc1ccccc1)[C@H](C)CN([C@@H](C)CO)S2(=O)=O	-2.4
CN(C)C(=O)C[C@@H]1C[C@@H]2c3cc(NS(=O)(=O)c4ccccc4)ccc3O[C@@H]2[C@H](CO)O1	-0.2
CC(=O)N(C)C[C@@H]1Oc2cc(C#C[C@@H](C)O)ccc2S(=O)(=O)N([C@@H](C)CO)C[C@H]1C	-0.5
CC(C)CC#Cc1ccc2c(c1)O[C@H](CN(C)S(=O)(=O)c1cccc(F)c1)[C@@H](C)CN([C@@H](C)CO)S2(=O)=O	-0.8

Some values from the entries so far.
TcdB inh result of CN(C)C(=O)C[C@@H]1C[C@@H]2c3cc(NS(=O)(=O)c4ccccc4)ccc3O[C@@H]2[C@H](CO)O1 → -0.2
TcdB inh result of COc1ccccc1CNC(=O)C[C@H]1C[C@@H]2c3cc(N(C)C)ccc3O[C@@H]2[C@@H](CO)O1 → -25
TcdB inh result of C[C@H]1CN([C@@H](C)CO)C(=O)c2cc(-c3ccccc3)cnc2O[C@@H]1CN(C)C(=O)NC1CCCC1 → 0.7
TcdB inh result of Cn1cnc(S(=O)(=O)N2C[C@@H](O)COC[C@@H]3O[C@@H](CC(=O)NC4CCC4)CC[C@H]32)c1 → 0.0

Next compounds follow.
SMILES	TcdB inh
O=C(CC(F)(F)F)N1C[C@@H]2[C@H](c3ccccc31)[C@@H](CO)N2C(=O)Cc1cccnc1	-0.6
COc1cccc(S(=O)(=O)N[C@@H]2C=C[C@H](CC(=O)NCc3ccccc3)O[C@@H]2CO)c1	-1.2
Cc1cccc(-c2ccc([C@H]3[C@H](CO)N4CCCCN(CCC(F)(F)F)C[C@@H]34)cc2)c1	-0.4
Cc1noc(C)c1S(=O)(=O)Nc1cccc2c1O[C@H](CN(C)S(=O)(=O)c1cn(C)cn1)[C@H](C)CN([C@@H](C)CO)C2=O	-0.1
CN1C(=O)c2cc(NC(=O)c3cnccn3)ccc2OC[C@@H]2O[C@@H](CC(=O)O)CC[C@@H]21	-2.0
COc1ccc(NC(=O)N(C)C[C@H]2OCCCC[C@@H](C)Oc3ccc(NC(=O)Nc4ccc5c(c4)OCO5)cc3C(=O)N([C@@H](C)CO)C[C@H]2C)cc1	0.4
COc1ccc(CN(C)C[C@H]2Oc3ccc(NS(=O)(=O)c4ccc(C)cc4)cc3C(=O)N([C@H](C)CO)C[C@H]2C)cc1	-7.2
COc1ccc(CN(C)C[C@H]2Oc3ccc(NS(=O)(=O)c4ccc(OC)cc4)cc3CC(=O)N([C@H](C)CO)C[C@H]2C)cc1	0.6
CO[C@@H]1CN(C)C(=O)c2ccc(NC(=O)C3CCC3)cc2OC[C@H](C)N(Cc2cccnc2)C[C@@H]1C	1.2
Cc1noc(C)c1NC(=O)Nc1ccc2c(c1)C(=O)N([C@@H](C)CO)C[C@@H](C)[C@@H](CN(C)S(=O)(=O)c1ccccc1)OCCCC[C@H](C)O2	-1.5
CCS(=O)(=O)N1CC2(CN(Cc3ccccc3F)[C@H](CO)c3c2c2ccc(OC)cc2n3C)C1	-0.8
CCC(=O)N1CC(=O)N2[C@H](CO)[C@H](c3ccc(C#Cc4cccc(OC)c4)cc3)[C@@H]2C1	0.5
CCCNC(=O)C[C@H]1CC[C@H]2[C@@H](COc3ccc(NC(=O)Nc4ccccc4F)cc3C(=O)N2C)O1	1.1
C[C@H](CO)N1C[C@H](C)[C@H](CN(C)C(=O)c2ccccc2)OCCCC[C@H](C)Oc2ccc(NC(=O)Nc3ccc(F)cc3)cc2C1=O	-9.9
COc1ccc(NC(=O)N(C)C[C@@H]2OCCCC[C@@H](C)Oc3ccc(NS(=O)(=O)c4ccc(F)cc4)cc3C(=O)N([C@H](C)CO)C[C@H]2C)cc1	0.9
CC(=O)N1[C@H](CO)[C@H](c2ccc(C3=CCCC3)cc2)[C@H]1CNC(=O)CC1CC1	0.7
C[C@@H]1CN([C@@H](C)CO)C(=O)c2cc(NC(=O)C3CCCCC3)ccc2O[C@@H]1CN(C)Cc1ccncc1	0.6
C[C@H](CO)N1C[C@H](C)[C@@H](CN(C)Cc2cccnc2)Oc2cc(C#CCN(C)C)ccc2S1(=O)=O	-0.8
O=C(C[C@@H]1C=C[C@H](NC(=O)C2CC2)[C@H](CO)O1)NC1CCC1	-0.6
COCC(=O)N1CC2(C1)[C@@H](c1ccc(-c3ccc(F)cc3)cc1)[C@@H](CO)N2C(=O)C1CC1	0.2
C[C@H]1CN([C@@H](C)CO)C(=O)Cc2cc(NC(=O)Nc3cccc4ccccc34)ccc2O[C@H]1CN(C)Cc1ccc2c(c1)OCO2	-0.3
COc1ccc2c3c([nH]c2c1)[C@H](CO)N(S(C)(=O)=O)CC31CN(CC2CC2)C1	-0.3
C[C@@H]1CN([C@@H](C)CO)C(=O)c2cc(-c3cncnc3)cnc2O[C@H]1CN(C)Cc1ccncc1	0.1
C[C@@H]1CCCCO[C@H](CN(C)S(C)(=O)=O)[C@@H](C)CN([C@H](C)CO)C(=O)c2cc(N(C)C)ccc2O1	-13
CO[C@H]1CN(C)C(=O)c2ccc(NC(=O)Nc3ccccc3)cc2OC[C@@H](C)N(C(C)=O)C[C@@H]1C	-3.0
COc1ccc2c3c([nH]c2c1)[C@H](CO)N(C(=O)Nc1ccccc1F)CC31CCN(C(C)=O)CC1	0.1
C[C@H]1CN([C@@H](C)CO)C(=O)Cc2cc(NC(=O)CCCCCC(=O)Nc3ccccc3N)ccc2O[C@H]1CN(C)Cc1ccc(Oc2ccccc2)cc1	-0.5
C[C@@H]1CCCCO[C@H](CN(C)C(=O)Nc2ccc(F)cc2)[C@H](C)CN([C@@H](C)CO)C(=O)c2cc(NC(=O)CCCN(C)C)ccc2O1	0.3
COCC(=O)Nc1ccc2c(c1)OC[C@@H](C)N(Cc1cc(F)ccc1F)C[C@@H](C)[C@H](OC)CN(C)C2=O	0.2
Cc1ccc(S(=O)(=O)N(C)C[C@@H]2Oc3c(NC(=O)c4cc(C)nn4C)cccc3C(=O)N([C@@H](C)CO)C[C@H]2C)cc1	-1.1
C[C@@H]1CN([C@@H](C)CO)C(=O)c2cc(NC(=O)Nc3ccc(C(F)(F)F)cc3)ccc2O[C@@H]1CN(C)C(=O)NC1CCCCC1	0.0
C[C@@H]1CN([C@@H](C)CO)S(=O)(=O)c2ccc(C3=CCCC3)cc2O[C@@H]1CN(C)C(=O)Nc1ccc2c(c1)OCO2	-2.5
C[C@H](CO)N1C[C@H](C)[C@@H](CN(C)Cc2ccc(-c3ccccc3)cc2)Oc2cc(C#CC(C)(C)O)ccc2S1(=O)=O	0.3
CO[C@H]1CN(C)C(=O)c2cc(NC(=O)Nc3ccccc3F)ccc2OC[C@@H](C)N(Cc2ccccc2C(=O)O)C[C@H]1C	0.2
O=C(C[C@@H]1C[C@H]2c3cc(NC(=O)C4CCOCC4)ccc3O[C@H]2[C@H](CO)O1)NCCc1ccccc1	-0.6
C[C@@H]1CN([C@@H](C)CO)C(=O)c2cc(NC(=O)NC3CCCCC3)ccc2O[C@@H]1CN(C)S(=O)(=O)c1ccccc1	-0.4
CC(=O)N1[C@@H]2c3ccc(-c4ccc(F)cc4)c(=O)n3C[C@@H]2[C@@H](CO)[C@@H]1C(=O)NC1CCC1	-1.9
CCC(=O)N1CC2(CN(C(=O)NC(C)C)C2)c2c(n(C)c3cc(OC)ccc23)[C@@H]1CO	1.2
COC(=O)[C@H]1[C@H](CO)[C@H]2Cn3c(ccc(-c4ccc(F)cc4)c3=O)[C@H]2N1S(C)(=O)=O	-1.1
O=C(C[C@@H]1CC[C@H](NC(=O)Nc2ccccc2)[C@@H](CO)O1)NCc1cccc(F)c1	-0.3
Cc1cccc(CN(C)C[C@@H]2Oc3ncc(-c4cc5ccccc5o4)cc3C(=O)N([C@H](C)CO)C[C@@H]2C)c1	1.2
